MKP-3 inhibition – MKP-3 phosphatase inhibitors, primary screen, biochemical, rat enzyme, in vitro (AID 425). recombinant MKP-3 phosphatase activity, fluorescence; higher % means a stronger effect. inhibition, % at 20 µM, or IC50 in µM where a hit was titrated. hit rate 0.17% among 110,000; in the data active = inhibition above about 50%;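 also: plate controls were vehicle for no effect and reference inhibitor for full effect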
Hsp70 inhibitors – Hsp70 inhibitors, probe displacement, primary screen, biochemical, fluorescence polarization (AID 583). Heat shock 70 kDa protein 1A (Homo sapiens). hit rate 0.06% among 140,000. displacement, % at 20 µM; hits with a dose series show IC50 in µM. Hsp70 fluorescence polarization probe displacement, mP; higher % means a stronger effect; in the data active = displacement above about 50%;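 also: plate controls were vehicle for no effect and reference ligand for full effect; a part of the inactive calls stands beside numbers as strong as those of hits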
* marks the source's active call; other numbers are inactive results; / = not tested or not shown; & = joins results of further samples.

molecule	MKP-3 inhibition	Hsp70 inhibitors
[O-][n+]1onc2c1CCc1c-2nc(-c2ccccc2)n1OCc1ccccc1	-6%	-3.1%
CCOC(=O)Cn1nnc(-c2ccc(S(C)(=O)=O)cc2)n1	-14%	4.1%
O=C(COc1ccc(-c2ccccc2)cc1)N1CCN(C(=O)c2cccnc2)CC1	-5%	-3.3%
Cc1nn(-c2ccccc2)c2[nH]c(=O)c(CNCC3CCCO3)cc12 (stereo not given)	-14%	4.2%
Cc1cc(N2C(=O)CC(N3CCN(c4ccc(C(=O)c5cccs5)cc4)CC3)C2=O)no1 (stereo not given)	0%	-1.5%
Cc1ccc2c(Cl)c(C(=O)Nc3ccc4c(c3)OCCO4)sc2c1	4%	-3.3%
CCN1C(=O)/C(=C\N2CCN(c3cccc(Cl)c3)CC2)SC1=S	-5%	-0.3%
COc1ccc(OC)c(NC(=O)Cn2cc(C(=O)c3ccco3)c3ccccc32)c1	-3%	0.9%
O=C(Cn1cc(/C=c2/sc3nc4ccccc4n3c2=O)c2ccccc21)Nc1ccccc1	1%	-8.0%
Cc1c(NC(=O)COc2ncnc3ccccc23)c(=O)n(-c2ccccc2)n1C	-11%	6.0%
COc1cc(OC)c(OC)cc1/C=N/NC(=O)CCC1C(=O)NN=C1C (stereo not given)	1%	1.1%
Cn1c(=O)c2c(nc(CN3CCOCC3)n2CC(=O)c2ccccc2)n(C)c1=O	/	6.9%
CCOC(=O)c1ccc(-n2c(C)nc3c(cnn3-c3ccc(Cl)cc3)c2=O)cc1	/	0.1%
O=C(COC(=O)CCc1ccc(S(=O)(=O)N2CCCCC2)cc1)Nc1ccc2c(c1)OCO2	6%	8.2%
CCCCCCn1c(N2CCC(C(N)=O)CC2)nc2c1c(=O)[nH]c(=O)n2C	2%	2.7%
CCCNC(=O)c1cc(OC)c(OC)cc1[N+](=O)[O-]	-6%	1.2%
O=C(Nc1ccc([N+](=O)[O-])cn1)c1ccc(F)cc1	2%	1.8%
c1ccc(CSc2nnc(SCc3ccccn3)s2)nc1	-10%	-3.8%
O=C(O)c1cc(NC(=O)c2ccc(Cl)c(Cl)c2)cc(C(=O)O)c1	2%	5.5%
COc1cc(-c2nc(-c3ccccc3)c(-c3ccc([N+](=O)[O-])cc3)[nH]2)cc(OC)c1O	2%	-1.1%
CCOc1ccccc1CN(CCc1ccc2c(c1)OCO2)Cc1ccc(OC)c(OC)c1	6%	-2.7%
N#Cc1c2n(c3c(=O)n(Cc4ccccc4Cl)cnc13)CCCC2	-4%&-1%	-2.0%&-0.1%
O=S(=O)(c1cccc2cccnc12)N1CCN(Cc2ccc3c(c2)OCO3)CC1	-10%&0%	7.1%&1.9%
C=CCN1C(=O)/C(=C/c2cc(Cl)ccc2O)SC1=S	0%	3.3%
COC(=O)c1c(NC(=O)CSc2nnc(Cn3nnc4ccccc43)n2C)sc(C)c1C	-1%	0.5%
CCc1nnc(NC(=O)C2CCN(c3nccc(C)n3)CC2)s1	0%	1.1%
CCC(Oc1ccccc1)C(=O)Nc1cccc(F)c1 (stereo not given)	5%	1.0%
Cc1ccc(NC(=O)NC2(C(=O)NCc3ccco3)CCCCC2)cc1	-7%	-2.3%
COc1ccc(Nc2ncnc3c2cnn3-c2ccccc2)cc1	-3%	3.6%
C=CCSc1n[nH]c(-c2ccc(OCCCC)cc2)n1	-10%	1.9%

Next part, overlapping the part above by three compounds.
molecule	MKP-3 inhibition	Hsp70 inhibitors
Cc1ccc(NC(=O)NC2(C(=O)NCc3ccco3)CCCCC2)cc1	-7%	-2.3%
COc1ccc(Nc2ncnc3c2cnn3-c2ccccc2)cc1	-3%	3.6%
C=CCSc1n[nH]c(-c2ccc(OCCCC)cc2)n1	-10%	1.9%
COCCCn1nnnc1SCC(=O)N1CCCC1	/	3.2%
CC(=O)Oc1cc(-c2nc3ccccc3c(=O)o2)cc(-c2nc3ccccc3c(=O)o2)c1	4%	0.0%
Cc1ccc(C)n1NC(=O)c1cccc(Cl)c1	/	0.1%
COC(=O)c1[nH]c2ccc(F)cc2c1NS(=O)(=O)c1ccc(OC)cc1OC	-6%	-1.2%
S=C(c1ccc(OCc2ccccc2)cc1)N1CCN(c2cccc(Cl)c2)CC1	-4%	1.5%
CCCCOc1ccc(C(CC(=O)O)CC(=O)O)cc1	1%	-0.2%
CCCCn1c(SCC(=O)NC(C)(C)C)nnc1-c1ccco1	-1%	-7.9%
O=C1c2cccc3cccc(c23)N1CN1CCN(c2ccccn2)CC1	-10%	2.1%
CCOc1ccc(NS(=O)(=O)c2ccc3c(c2)CCN3C(=O)CCC(=O)O)cc1	-3%	-1.7%
O=C(COc1ccc2ccc(=O)oc2c1)OCc1ccccc1	4%	1.4%
COc1ccc2[nH]c3nc(SCc4nnc(-c5ccc(C)cc5)o4)nnc3c2c1	-9%	0.6%
COc1ccc(NC(=O)CCc2nc(-c3ccc(C)cc3)no2)cc1Cl	8%	-2.2%
COc1cccc(N2C(=O)C(=O)/C(=C(\O)c3ccccc3)C2c2ccc(OC)cc2OC)c1 (stereo not given)	0%	2.3%
Cc1ccc2oc(-c3cc(NC(=O)Cc4ccccc4)ccc3O)nc2c1	3%	-3.9%
CCOC(=O)C1C(=O)OC2(CCCC2)C1C(=O)OCC (stereo not given)	-7%	0.3%
O=C(CSCc1cccc(Cl)c1)N/N=C/c1ccc(OCC(=O)N2CCCCC2)cc1	1%	8.5%
CC(=O)Nc1nc(C)c(Oc2ccc(Cl)cc2Cl)c(=O)[nH]1	/	1.8%
Cc1ccc(OCc2nnc(SCC(=O)c3ccccc3)n2-c2ccccc2)cc1	/	-2.2%
NC(N)=NS(=O)(=O)c1ccc(NC(=S)NC(=O)c2ccc(F)cc2)cc1	0%	-1.7%
CCn1c(CNC(=O)COC)nc2ccccc21	7%	0.1%
COCCN(Cc1cc2ccccc2[nH]c1=O)C(=O)c1ccccc1OC	-5%	-2.3%
COc1cc(C(=O)N(Cc2cc3cc(C)ccc3[nH]c2=O)CC2CCCO2)cc(OC)c1OC (stereo not given)	-6%	-4.2%
CCc1nnc(NC(=O)CSc2nnc(-c3cc4ccccc4cc3O)n2CC)s1	2%	0.9%
Cc1ccc(N2C(N)=NC(N)=NC23CCCC3)c(C)c1	4%	1.8%
O=c1c2ccccc2nc(CSc2nnnn2-c2ccccc2)n1-c1ccccc1Cl	/	0.1%
O=C(Nc1cccc(Cl)c1N1CCCCC1)c1ccc2c(c1)OCCO2	-9%	-1.5%
Cn1c(O)c(C=NC(CC(N)=O)C(=O)O)c(=O)n(C)c1=O (stereo not given)	-7%	2.2%
Cc1c(Cl)cccc1-n1ccnc1SCC(=O)O	-6%	2.7%
Cc1ccc(-c2nnc(N3CCN(C(=O)c4ccco4)CC3)c3ccccc23)cc1	-5%	0.7%
Cc1cc(=O)[nH]c2cc(O)ccc12	/	-1.0%
COc1ccc(N2CCN(C(=O)CSc3nnc(-c4cc5ccccc5cc4O)n3C)CC2)cc1	-12%	-4.2%
O=C1C2C(c3ccccc3)OC3(C(=O)c4ccccc4C3=O)C2C(=O)N1c1ccc([N+](=O)[O-])cc1 (stereo not given)	-2%	-1.6%
COc1ccccc1Oc1ccc2c(c1)C(=O)N(c1ccccc1)C2=O	/	1.9%
Cc1cc(/C=C2\C(=O)NC(=S)N(c3ccc(Cl)cc3)C2=O)c(C)n1-c1cccnc1	5%	-0.9%
CCOC(=O)c1c(C)oc2ccc(NS(=O)(=O)c3ccc4ccccc4c3)cc12	-2%	-0.8%
COC(=O)c1c(-c2ccc(Cl)cc2)csc1NC(=O)C1CC=CCC1C(=O)O (stereo not given)	-2%	2.9%
COc1ccc(C2(C)NC(=O)N(CC(=O)Nc3ccc4c(c3)OCO4)C2=O)cc1OC (stereo not given)	/	0.7%
Cc1nnc(SCCn2c(Br)nc3c2c(=O)[nH]c(=O)n3C)s1	-9%	-3.5%
Cc1cc(CN2CCOCC2)c(O)c(C)n1	-1%	-2.4%
CCNC(=O)CCn1nc(-c2ccc(Cl)cc2)c2ccccc2c1=O	4%	2.7%
COc1ccccc1CNC(=O)c1ccc(C)cc1	-2%	2.9%
CC(C)(C)C1(C)OC(O)(C(F)(F)C(F)F)CC1=O (stereo not given)	0%	-1.3%
CCN(c1ccccc1)S(=O)(=O)c1cc(C(=O)O)ccc1C	/	14%
Cc1cccc(C)c1OC(=O)C(C)N1C(=O)c2ccccc2C1=O (stereo not given)	1%	6.0%
CCOC(=O)c1[nH]c2ccccc2c1NC(=O)C(C)(C)C	-7%	-4.0%
O=C(c1ccccc1F)N1CCN(c2ccccc2)CC1	-6%	/
COc1ccc(C2=Nc3ccccc3NC(c3ccc(F)cc3)C2)cc1 (stereo not given)	5%	-3.6%
O=C(Oc1ccc(OC(=O)N2CCCCC2)cc1)c1ccccc1	8%	-2.0%
COc1ccc([C@H]2[C@H](C(=O)C(C)(C)C)N3N=Cc4ccccc4C3[C@]23N=C(c2ccccc2)OC3=O)cc1OC (stereo not given in full)	/	3.4%
CC(=O)Nc1ccc(NC(=O)CNS(=O)(=O)c2ccc(C)cc2)cc1	5%	-2.5%
CC(/C=C/c1ccccc1)NC(N)=O (stereo not given)	-10%	-4.5%
CN1/C(=C\C(=O)c2cccs2)Sc2ccccc21	-3%	4.3%
Cn1cnc2c1c(=O)n(CC(O)CO)c(=O)n2C (stereo not given)	-14%	1.4%
O=C(Cn1c(=O)n(Cc2ccc3c(c2)OCO3)c(=O)c2ccccc21)N1CCCc2ccccc21	2%	-4.0%
Fc1cccc(CN2CCN(C3CCCC3)CC2)c1	1%	2.0%
Cc1c(C(=O)Nc2ccc(F)cc2)oc2ccc(S(=O)(=O)N3CCCC3)cc12	-8%	2.7%
CN1C(=O)C(=Cc2cc(Br)c(O)c(I)c2)C(=O)N(C)C1=O	3%	-7.9%
CCC(=O)NC1(C(F)(F)F)C(=O)Nc2c1c(=O)[nH]c(=O)n2Cc1ccco1 (stereo not given)	-2%	-3.2%
Cn1c(=O)[nH]c(=O)c2c1nc(NCc1ccccc1)n2CCCc1ccccc1	-10%	5.6%
N#CC1=C(N)Oc2n[nH]c(-c3cccs3)c2C1c1ccsc1 (stereo not given)	-2%	-6.0%

Arranged by value in Hsp70 inhibitors (highest first): 3 of the compounds above.
molecule	MKP-3 inhibition	Hsp70 inhibitors
COc1ccccc1CNC(=O)c1ccc(C)cc1	-2%	2.9%
CCOC(=O)c1c(C)oc2ccc(NS(=O)(=O)c3ccc4ccccc4c3)cc12	-2%	-0.8%
Cc1cc(/C=C2\C(=O)NC(=S)N(c3ccc(Cl)cc3)C2=O)c(C)n1-c1cccnc1	5%	-0.9%

(continued)
molecule	MKP-3 inhibition	Hsp70 inhibitors
CCCn1c(SCC(=O)N2CCN(c3ccccc3)CC2)nc2ccccc2c1=O	-7%	3.6%
COc1ccc(Cc2nc3ccc(S(N)(=O)=O)cc3[nH]2)cc1OC	0%	1.4%
Cc1c(C)c2ccc(OCc3ccc(C(=O)O)o3)c(C)c2oc1=O	-2%	6.6%
Cc1cc(C)c(S(=O)(=O)N2CCC(C(N)=O)CC2)cc1C	/	-2.3%
CCOC(=O)N1CCN(Cc2ccccc2F)CC1	3%	1.1%
O=C(CSc1nc2ccc([N+](=O)[O-])cc2[nH]1)c1ccc(Br)cc1	2%	1.3%
O=C(Nc1ccc2c(c1)C(=O)N(c1ccccc1)C2=O)c1ccc2c(c1)C(=O)N(c1ccccc1)C2=O	0%	-2.4%
Oc1ccc(C=NCC2(c3ccccc3)CCCC2)cc1	0%	-1.0%
CCn1c(COc2ccc3c(c2)OCO3)nnc1SCC(=O)O	/	1.6%
CC(C)COc1ccc(C(=O)Nc2sc3c(c2C(N)=O)CCCCCC3)cc1	8%	1.2%
CC(C)(C)NC(=O)Cn1c(SCC(=O)NCc2cccs2)nc2ccccc21	0%	1.3%
CC1C=Cc2ccccc2N1C(=O)c1ccccc1 (stereo not given)	-9%	-5.1%
O=C(NCCC1=CCCCC1)c1ccc(Cl)c(S(=O)(=O)N2CCOCC2)c1	-3%	-2.5%
CC(=O)C1=C(N2CCOCC2)CC(C)(C)CC1=O	4%	-4.4%
CN(C)c1ccc(C=Nc2ccccc2C(N)=O)cc1	8%	-1.3%
O=C(/C=C/c1ccccc1OC(=O)c1cccnc1)c1ccccc1	9%	-6.3%
CNc1ccc(Br)cc(C(=O)/C=C/c2cccc(OC)c2OC)c1=O	/	8.2%
O=C(OCC(=O)c1cccs1)C1=COCCO1	0%	3.3%
COC(=O)c1[nH]c2cccc(OC)c2c1NC(=O)CCN1CCN(c2cccc(Cl)c2)CC1	-5%	-2.0%
Cc1cccc(-c2nnc(SCC#N)n2-c2cccc(Cl)c2)c1	-3%	0.0%

Already shown: an excerpt of the list.
molecule	MKP-3 inhibition	Hsp70 inhibitors
CC(=O)C1=C(N2CCOCC2)CC(C)(C)CC1=O	4%	-4.4%
CN(C)c1ccc(C=Nc2ccccc2C(N)=O)cc1	8%	-1.3%
O=C(/C=C/c1ccccc1OC(=O)c1cccnc1)c1ccccc1	9%	-6.3%
CNc1ccc(Br)cc(C(=O)/C=C/c2cccc(OC)c2OC)c1=O	/	8.2%
O=C(OCC(=O)c1cccs1)C1=COCCO1	0%	3.3%
COC(=O)c1[nH]c2cccc(OC)c2c1NC(=O)CCN1CCN(c2cccc(Cl)c2)CC1	-5%	-2.0%
Cc1cccc(-c2nnc(SCC#N)n2-c2cccc(Cl)c2)c1	-3%	0.0%

A portion of the library. The share of hits here may be higher or lower than overall.
